Tau fluor counter: counter-screen for tau fibril formation inhibitors. tau K18 P301L (four-repeat tau fragment) Alexa594 fluorescence, heparin fibrillization. Potency, µM (series often up to 57.7 µM), for the others: top-dose activity change, negative = decrease. hit rate 0.93% among 280,000; further: on the % scale 0 is the no-effect control and ±100 the full control effect; nearly all actives have a fitted effect of over 55% in size
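Human K18 P301L tau (15 uM unlabeled plus 0.24 uM Alexa 594-labeled, final) in 100 mM sodium acetate pH 7 was mixed with compound and 20 uM heparin and incubated 6 hr at 37 C.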
GAA inh: inhibitors of human lysosomal alpha-glucosidase; P10253; purified human GAA, 4-MU-alpha-glucoside fluorescence; Potency, µM (top dose mostly 76.9 µM), for the others: at the top dose activity change, negative = inhibition, most hits filed as inhibitors; hit rate 0.005% among 200,000; AID 1466;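 further: plate controls were uninhibited enzyme wells for no effect and no-enzyme background for full effect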
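Endpoint fluorogenic read: 20 min room-temperature reaction of 4 nM human alpha-glucosidase with 400 uM 4-methylumbelliferyl-alpha-D-pyranoside, pH 5.0, quenched with 1M NaOH/1M glycine pH 10. AC50 from Hill modeling.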
aGlu spleen mod: inhibits or activates alpha-glucosidase in human spleen homogenate | hit rate 0.006% among 240,000 | P10253 | human spleen homogenate, 4-MU-alpha-glucoside fluorescence | AID 2112 | Potency, µM (titrated, usually from 79.9 µM), for the others: at the top dose activity change, negative = inhibition, most hits filed as inhibitors;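 further: 0% = enzyme with vehicle and -100% = no enzyme basal signal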
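AC50 values come from Hill-equation fits of concentration-response data, normalized to no-enzyme and full-activity controls. Enzyme source: 1 ug human spleen homogenate; 1 mM fluorogenic 4-MU glucoside, pH 5.0 citrate buffer, 37 C, 40 min.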
GAA glycogen mod: GAA glycogen-cleavage inhibition or activation; Potency, µM (highest dose often 76.4 µM), inactives show top-dose activity change, negative = inhibition, most hits filed as inhibitors; recombinant GAA, glycogen substrate, Amplex Red glucose oxidase fluorescence; P10253; hit rate 0.38% among 300,000;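 further: 0% = full enzyme reaction and -100% = no-enzyme basal signal; the screen sought inhibitors and activators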
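Recombinant human alpha-glucosidase (4 nM final) hydrolysed bovine liver glycogen (30 ug) for 40 min at 37 C in pH 5.0 citrate/phosphate with 0.01% Tween-20. Released glucose detected by glucose oxidase/Amplex Red, Ex 573/Em 610 nm. Compounds up to 77 uM; AC50 from Hill fits.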
Epigenetic reg: epigenetic control regulation, reporter derepression | hit rate 0.2% among 280,000 | murine LDR cells, GFP reporter derepression, 30 h | AID 1865 | Potency, µM (titrated, usually from 53.9 µM), for the others: at the top dose GFP activation, hits mostly activators; further: % of control where 0% means no effect; nearly all actives have a fitted effect of over 60% in size
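In this reporter-derepression format, murine cells bearing a silenced integrated CMV-GFP locus incubate with test compound (30 h, 37 C), then are washed and imaged; fluorescent objects of 20–120 um count as induced cells.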
GLA spleen mod: alpha-galactosidase A (human) modulation. human spleen homogenate, 4MU-alpha-Gal fluorescence, 40 min. Potency, µM (titrated, usually from 80 µM), for inactives: at the highest dose activity change, negative = inhibition, actives largely listed as inhibitors. hit rate 0.008% among 240,000;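 further: 0% = enzyme with vehicle and -100% = no enzyme basal signal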
Target sequence (P06280 32-429 limits assumed): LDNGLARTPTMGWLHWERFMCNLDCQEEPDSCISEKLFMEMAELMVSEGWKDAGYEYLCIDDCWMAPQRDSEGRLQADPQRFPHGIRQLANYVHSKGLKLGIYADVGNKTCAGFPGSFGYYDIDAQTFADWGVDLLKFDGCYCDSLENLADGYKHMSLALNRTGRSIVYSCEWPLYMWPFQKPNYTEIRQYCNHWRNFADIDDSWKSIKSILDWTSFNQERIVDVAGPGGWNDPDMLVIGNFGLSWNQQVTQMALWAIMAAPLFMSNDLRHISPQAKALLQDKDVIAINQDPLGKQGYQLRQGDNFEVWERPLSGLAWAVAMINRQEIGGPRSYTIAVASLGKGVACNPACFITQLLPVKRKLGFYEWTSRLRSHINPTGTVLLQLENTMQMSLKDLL
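Inhibition or activation of alpha-galactosidase in human spleen homogenate is scored by 4-MU fluorescence after 40 min at 37C, pH 5.0, with 1 mM substrate. AC50s come from concentration-response fitted to the Hill equation.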
NPSR antagonist: neuropeptide S receptor (human) antagonism, cAMP. Potency, µM (doses to about 38.3 µM), inactives show top-dose activity change, negative = inhibition, hits mostly inhibitors. Q6W5P4. AID 1461. hit rate 1% among 220,000. CHO-NPSR cells, cAMP TR-FRET, antagonist mode; further: on the % scale 0 is the no-effect control and ±100 the full control effect; nearly all actives have a fitted effect of over 50% in size; many of its hits are not listed in these tables
ALDH1A1 block: ALDH1A1 (human) enzyme inhibition. P00352. Purified ALDH1A1, NADH fluorescence, propionaldehyde substrate. Potency, µM (doses to about 75.3 µM), inactives show at the top dose activity, negative = inhibition, usual class: inhibitors. hit rate 7.3% among 220,000. AID 1030; active means well fitted inhibition curve with a large enough effect, not every such curve was filed as active; inconclusive means small, poorly fitted or top-dose-only effect, or another doubt; inactive means no such curve, though single readings can be large or run the other way;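 further: plate controls were no enzyme wells and a reference inhibitor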
Target sequence (P00352 whole entry, looked up): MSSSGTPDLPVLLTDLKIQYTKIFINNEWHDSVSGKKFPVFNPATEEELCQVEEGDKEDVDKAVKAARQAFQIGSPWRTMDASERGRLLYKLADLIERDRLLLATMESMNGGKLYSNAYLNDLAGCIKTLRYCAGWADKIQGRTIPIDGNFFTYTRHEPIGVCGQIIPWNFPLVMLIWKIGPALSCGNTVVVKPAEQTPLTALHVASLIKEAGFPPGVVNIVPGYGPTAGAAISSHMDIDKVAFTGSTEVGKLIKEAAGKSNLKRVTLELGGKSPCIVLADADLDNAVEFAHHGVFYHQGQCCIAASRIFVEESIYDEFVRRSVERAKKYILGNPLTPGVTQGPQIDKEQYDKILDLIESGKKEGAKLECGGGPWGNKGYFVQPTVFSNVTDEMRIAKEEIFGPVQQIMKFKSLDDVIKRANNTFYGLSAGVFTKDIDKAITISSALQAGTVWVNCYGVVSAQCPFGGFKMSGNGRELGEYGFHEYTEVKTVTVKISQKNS
An asterisk follows results filed as active; ? = inconclusive; / = not tested or not shown; [ ] = remark or other dose. Unless noted, the call rests on the fitted dose curve; in most records, active means well fitted curve in the direction sought with a large enough effect; inconclusive means small, poorly fitted or top-dose-only effect, or another doubt; inactive means no such curve, though single readings can be large; an effect the other way counts as inactive or inconclusive. Potency means the concentration at half of the fitted maximal effect. These rows are one share of the data; count on the stated rates, not on these rows.

canonical_smiles | GLA spleen mod | GAA inh | aGlu spleen mod | GAA glycogen mod | Tau fluor counter | Epigenetic reg | NPSR antagonist | ALDH1A1 block
COc1ccccc1NC(=O)CN1C(=O)C(C)Oc2ccccc21 (configuration not stated) | -2% | 3% | 0% | 0% | 1% | -1.6% | -15%[46.1 µM] | 14%
Cc1nc2sc(C(c3ccc(F)cc3)N3CCN(C(=O)c4ccco4)CC3)c(O)n2n1 (configuration not stated) | 9% | 2% | 6% | 18% | -1% | 0.0% | 21% | 1%
COC(=O)c1ccc(NC(=O)C2CCN(C(=O)c3cc(OC)c(OC)c(OC)c3)CC2)cc1 | 9% | -2% | 3% | -5% | -15% | 3.3% | -8%[46.1 µM] | -9%
Cc1occc1C(=O)NNC(=O)Nc1ccc(F)cc1F | -3% | 5% | -9% | -2% | -5% | -1.1% | 27%[46.1 µM] | ?
COc1ccc2c(c1)O[C@@H](c1cccc(C(F)(F)F)c1)[C@H](OC(=O)NCCOc1ccccc1)C2=O | -1% | / | -1% | / | -16% | -1.1% | / | 13%
CCCCC(=O)Nc1ccc(C(=O)Nc2cccnc2)cc1 | 0% | 0% | -5% | -4% | -13% | -1.4% | 5%[46.1 µM] | 13%
CCOC(=O)c1nnc2cc(-c3ccc(Br)cc3)nn2c1C | -4% | -3% | -1% | 3% | -9% | 0.0% | -16%[46.1 µM] | 10%
CC(C)C(=O)Nc1ccc(C(=O)NNC(=O)CCCOc2ccc(Cl)cc2Cl)cc1 | -24% | 7% | -15% | -3% | 1% | -2.2% | -1%[46.1 µM] | 11%
CCOc1cccc(C(=O)NC(=S)NCc2cccnc2)c1 | 3% | -4% | 0% | -12% | -4% | -3.1% | 4% | ?
COc1ccc2[nH]cc(CCNC(=O)C3CC3)c2c1 | -26% | / | -6% | / | 0% | 1.1% | / | ?
Cc1ccc(OCC(=O)Nc2sc3c(c2C#N)CC(C)(C)NC3(C)C)cc1 | -14% | 7% | 7% | -4% | -16% | 1.1% | 0% | 3%
Cc1ccc(N(CC(=O)NCC2CCCO2)C(=O)Cn2nnc(-c3cccs3)n2)cc1 (configuration not stated) | -11% | 8% | 6% | -6% | 13%[2.34 µM] | -1.1% | 13% | -3%
COc1cc(/C=N/NC(=O)C(=O)NCc2ccco2)cc(Br)c1O | -5% | / | -5% | 6% | -17% | 0.0% | 17%[7.67 µM] | /
COC(=O)c1ccc(Cl)c(S(=O)(=O)N2CCCC2)c1 | -4% | -5% | -17% | -4% | -9% | -1.5% | 9% | ?
Cc1nn(CCOc2ccccc2)c(=O)n1-c1ccccc1 | 6% | 4% | -2% | 5% | -6% | -1.1% | -8%[46.1 µM] | 6%
Nc1c(C(=O)c2ccc(Cl)cc2)sc2c1c(=O)[nH]c(=O)n2-c1ccccc1 | 5% | -8% | 2% | -5% | -16% | 0.0% | 0%[46.1 µM] | -10%
Cc1cccc(NC(=O)CCNS(=O)(=O)c2cccc3nonc23)c1C | 1% | -6% | -14% | 6% | -1% | -2.0% | -1% | ?
COc1ccc2c(c1)c(C(=O)N/N=C/c1ccc(O)c(O)c1)c(C)n2C | -17% | -9% | -23% | 32µM* | -7% | -0.8% | -3% | -14%
Cc1cc(NS(=O)(=O)c2ccc(NC(=S)NC(=O)c3ccc(Cl)cc3Cl)cc2)no1 | -9% | ? | -4% | 1% | -5% | -0.7% | -20%[46.1 µM] | 0%
CCc1ccccc1NS(=O)(=O)c1cc(C)ccc1OC | -1% | 0% | 1% | -10% | -3% | 3.9% | -14%[46.1 µM] | -2%
CCC1CCCCN1CC(O)Cn1c2ccccc2n2c(=O)cc(C)c(C#N)c12 (configuration not stated) | -3% | -2% | -7% | 17% | 1% | 2.6% | ? | ?
CCC(C)(C)n1nnnc1C(c1ccncc1)N1CCN(c2cccc(OC)c2)CC1 (configuration not stated) | ? | -2% | -16% | -1% | -2% | 3.2% | -13%[46.1 µM] | -15%
CCOC(=O)CCN1C(=O)[C@H]2[C@H]3[C@H](O)[C@H](O)C/C(=N/OC[C@@H](O)COCc4ccco4)[C@H]3CC[C@@H]2C1=O | 10%[17.5 µM] | / | 2%[17.4 µM] | / | 0%[11.6 µM] | 2.0%[10.1 µM] | / | 8%[13.5 µM]
Cc1ccc(-c2nc(CS(=O)(=O)CC(=O)NC3CCCCC3C)c(C)o2)cc1 (configuration not stated) | 8% | -9% | 4% | 16% | -16% | 1.8% | -21%[46.1 µM] | -11%
CCn1c(C)nc2c(C)[n+](CC(=O)c3ccc(Br)cc3)ccc21 | 4% | 10% | 4% | 8% | -2% | -1.5% | 4% | 9%
O=C(C[n+]1ccc(C(=O)N/N=C/c2ccc(OCc3ccccc3)cc2)cc1)c1ccccc1 | -13% | -3% | -7% | ? | ? | 1.6% | -4%[46.1 µM] | ?
CCOc1ccc(-c2nn(-c3ccccc3)cc2/C=C2\SC(N)=NC2=O)cc1C | 10% | 5% | 1% | -4% | ? | 0.0% | 23%[46.1 µM] | 3%
Cc1cc2c(cc1C)NC(c1ccccn1)C1=C(CC(C)(C)CC1=O)N2 (configuration not stated) | 0% | -1% | -10% | -16% | -7% | -0.8% | -13%[46.1 µM] | 14µM*
Cc1cc(C)c(NC(=O)/C(C#N)=C/c2ccc(OCc3ccc(F)cc3)cc2)c(C)c1 | -1% | -18% | -3% | -6% | 7% | 0.0% | -43% | 6%
C=CCNC(=O)NC(=O)COC(=O)COc1ccc(Br)cc1F | -5% | -6% | -5% | 6% | -6% | 0.3% | -15%[46.1 µM] | -10%
CC(C)NC(=O)CC1Nc2c3ccccc3nc(=S)n2C1=O (configuration not stated) | -2% | -1% | -4% | ? | -3% | 2.1% | -5%[46.1 µM] | -6%
CCn1c(=O)c2c(cnn2C)c2ccccc21 | 1% | 4% | -6% | -11% | -4% | -2.5% | -9%[46.1 µM] | 9%
CCOC(=O)N/N=C/c1cn(Cc2ccc(Cl)cc2)c2ccccc12 | 2% | 3% | -7% | 10% | -21% | -1.0% | -32% | 2%
Cc1cc(-c2n[nH]c(=S)n2Cc2ccccc2)cs1 | -14% | -1% | 3% | ? | -10% | -0.7% | -13% | ?
CCOC(=O)C1=C(C)NC(C)=C(C(=O)OCC)C1C(=O)OCC(N)=O | 13% | 5% | -6% | 3% | 4% | -5.3% | 16% | ?
CCN1C(=O)/C(=C2/C=Cc3ccccc3N2CC)SC1=S | -1% | -22% | -3% | -12% | ? | 2.9% | -46% | 1%
CC(C)c1nc(SCC(=O)NCc2ccccc2)n[nH]1 | -2% | 2% | -10% | 10% | -4% | -0.9% | -7%[46.1 µM] | -5%
CCOC(=O)c1c(C)[nH]c(C(=O)COC(=O)C2(C)CC2(Cl)Cl)c1C (configuration not stated) | -1% | -2% | -9% | -3% | -21% | -1.6% | ? | ?
OCCCNc1cc(-c2ccnc(Nc3cccc(Cl)c3)n2)ccn1 | 10% | / | 3% | 4% | ? | 2.9% | 11% | /
Clc1nc(-c2ccccn2)nc2scc(-c3ccccc3)c12 | -3% | 5% | -1% | -3% | -4% | 2.4% | -57% | 1%
Nc1nc(SCC(=O)c2ccc(F)cc2)n[nH]1 | 3% | -2% | 2% | -2% | 0% | 3.0% | 4% | -13%
COc1ccc(OC)c(C2C(C(C)=O)=C(O)C(=O)N2CCN2CCOCC2)c1 (configuration not stated) | -5% | 0% | -2% | -14% | -4% | -4.2% | -6%[46.1 µM] | ?
CCNC(=S)Nc1c(C)n(C)n(-c2ccccc2)c1=O | 2% | -3% | 2% | -15% | -8% | 2.4% | -13% | -2%
Cc1cc(C)nc(N2CCN(CC(=O)NCc3ccccc3)CC2)n1 | 5% | 14% | 5% | 2% | -4% | -0.2% | 2%[46.1 µM] | -4%
CCCCCCC(=O)Nc1nc(C)c(-c2csc(Nc3ccccc3OC)n2)s1 | -2% | -12% | -3% | ? | 14µM*[quencher] | 0.0% | ? | ?
COCCn1c(Sc2ccc(C)cc2)nc2c1c(=O)[nH]c(=O)n2C | -1% | 3% | -4% | -3% | -11% | 0.0% | -19%[46.1 µM] | 13µM*
O=C1c2ccc3c4c(ccc(c24)C(=O)N1c1ccc(O)cc1)C(=O)N(c1ccc(O)cc1)C3=O | 2% | 3% | -8% | -5% | -4% | -1.1% | 14% | 1%
COc1cccc(CNC(=S)NC2CCCC2)c1 | -6% | 7% | -4% | -3% | 1% | -0.9% | -14%[46.1 µM] | 8%
O=c1c(N=Nc2ccc(O)cc2)c(-c2ccccc2)[nH]n1-c1ccc([N+](=O)[O-])cc1 | 5% | -1% | -1% | -2% | ? | -3.8% | -21% | -13%
Cc1ccccc1OCc1nc2ccccc2c(=O)n1/N=C/c1cn[nH]c1-c1ccc(Br)cc1 | 10% | 4% | 8% | 12% | -2% | -1.9% | -38% | 3%
CN1CCC(N(C)C(=S)Nc2ccc(SC(F)F)cc2)CC1 | -3% | ? | 4% | 3% | -4% | 0.0% | 9% | 11%
O=C(NNC(=O)c1ccccc1Cl)c1cccs1 | 4% | 1% | 5% | 5% | 3% | 0.0% | -1%[46.1 µM] | 0%
Cc1ccccc1NC(=O)CSc1nc(Nc2ccccc2)nc(N2CCOCC2)n1 | -4% | -11% | -3% | 1% | -19% | 1.1% | ? | 8%
CCOC(=O)c1[nH]c2cc(OC)c(OC)cc2c1NC(=O)CN1CCN(c2ccc(OC)cc2)C(C)C1 (configuration not stated) | -2% | -10% | -8% | -20% | ? | 0.6% | -5%[46.1 µM] | ?
Cc1ccc(S(=O)(=O)N2CCN(C(=O)N3CCOCC3)C2C)cc1 (configuration not stated) | -3% | -8% | -6% | -9% | -3% | -1.0% | -9%[46.1 µM] | 5%
Cc1cccc(N2C(=N)SCC2=O)c1C | 3% | -1% | 2% | -13% | 2% | -0.9% | 16% | -1%
O=C(NCCO)c1ccc2[nH]c3c(c2c1)CCCC3 | 11% | -1% | 7% | 2% | -4% | 1.2% | -10%[46.1 µM] | 4%
O=C(NC12CC3CC(CC(C3)C1)C2)c1ccc(COc2ccc(Cl)cc2[N+](=O)[O-])o1 | ? | -5% | -11% | -17% | -24% | -1.3% | ? | -8%

Screening data deposited in PubChem by National Center for Advancing Translational Sciences (NCATS).
